aSyn yeast rescue = rescues yeast growth from alpha-synuclein toxicity | S. cerevisiae alpha-synuclein toxicity rescue, BacTiter-Glo growth, 24 h | Potency, µM (series often up to 46.1 µM), for inactives: at the top dose growth rescue (activation), most hits filed as activators | 94,000 tested, 0.02% active; active = well fitted activation curve with a large enough effect; inconclusive = small, poorly fitted or top-dose-only effect; also: 0% is about no effect
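Growth restoration measured by BacTiter-Glo luminescence after 24 hr at 30 deg C; alpha-synuclein yeast, raffinose-pregrown to mid-log, were added at OD600=0.02 in galactose medium onto pinned compounds.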
Numbers without * were called inactive; u = inconclusive; [ ] = dose if it differs, or a comment. Potency is read from the fitted curve at half-maximal effect. These rows are one share of the data; count on the stated rates, not on these rows.

SMILES | aSyn yeast rescue
Cc1ccc(/C=C/C(=O)NC(=S)N2CCN(c3ccc(F)cc3)CC2)cc1 | -2%
COCCN(C(=S)Nc1ccc(C)cc1C)C(C)c1ccco1 (configuration not stated) | 1%
COc1ccc(NC(=O)c2cc3c(=O)n(Cc4ccco4)ccc3nc2C)c(OC)c1 | -5%
C=CCN1C(=O)C(CC(=O)Nc2ccccc2)S/C1=N/c1nccs1 (configuration not stated) | -5%
Cc1noc(C)c1NC(=O)N(C)C[C@H]1OCc2cn(nn2)CCCC(=O)N([C@@H](C)CO)C[C@@H]1C | -2%
COc1cccc(N2C(=O)C(CC(=O)Nc3ccc(F)cc3)N(CCC3=CCCCC3)C2=O)c1 (configuration not stated) | 6%
CCN(CC(=O)Nc1c(F)cccc1F)C(=O)CNC(=O)COc1ccccc1 | 3%
CCCCN(C(=O)c1cccc(S(=O)(=O)N2CCCCC2)c1)C1CCS(=O)(=O)C1 (configuration not stated) | -10%
O=c1c(N=Nc2ccccc2)c[nH]n1-c1ccccc1 | -21%
Cc1cccc(-n2c(=O)c3c(c4cc(C)ccc4n3C)n(CC(=O)NCCC3=CCCCC3)c2=O)c1 | 4%
Cc1c(NC(=O)C(C)N(c2ccccc2)S(C)(=O)=O)c(=O)n(-c2ccccc2)n1C (configuration not stated) | 6%
CNC(=O)c1c(NC(=O)/C=C/c2ccccc2)sc2c1CCC2 | -20%
Cc1cc(C)c2nc(SC(C)C(=O)NCC(=O)Nc3ccc(F)c(F)c3F)cc(C)c2c1 (configuration not stated) | 6%
O=c1oc2cc(O)ccc2cc1-c1nnc(Nc2ccccc2F)s1 | -2%
COC(=O)c1ccccc1NC(=O)c1ccc2nc(Cc3ccccc3)oc2c1 | -4%
COc1ccc(-c2nn(C)c3sc(C(=O)N4CCN(c5ccccc5F)CC4)cc23)cc1OC | 11%
CCC1=C(c2ccc(C)cc2)S(=O)(=O)N=C1N1CCC(C(=O)NCc2ccc(C)cc2)CC1 | -1%
Cc1ccccc1NS(=O)(=O)c1ccc2[nH]c3c(c2c1)CCCCC3 | u
CC(=O)c1cccc(NC(=O)CCS(=O)(=O)c2cc3c(cc2C)NC(=O)CO3)c1 | 5%
CCN(CC(=O)NCc1ccc(F)cc1)C(=O)c1ccc(COc2ccccc2)cc1 | -1%
CC(=O)N1CCN(C(=O)COC(=O)COc2ccc(C#N)cc2)CC1 | -2%
C=CCC(C(=O)OC)(C(=O)OC)c1ccc(C(F)(F)F)cc1[N+](=O)[O-] | 1%
Cc1ccc(-n2ncc(C(=O)NCCN3CCN(C)CC3)c2C2CCN(C(=O)OC(C)(C)C)CC2)c(C)c1 | 3%
Cc1ccc(NC(=O)c2nc(S(C)(=O)=O)ncc2N(Cc2ccc(C(C)(C)C)cc2)Cc2ccco2)cc1C | 5%
CCC1CN(C(=O)NCc2ccc(F)cc2)c2ccccc2O1 (configuration not stated) | 20%
Cc1c2cnn(-c3ccccc3)c(=O)c2c(C)n1CCCC(=O)N1CCN(C)CC1 | 7%
Cc1c(Cl)cccc1NC(=O)Nc1ccc2snnc2c1 | -18%
CCCCn1c(SCC(=O)Nc2ccc(C)c(S(=O)(=O)N3CCOCC3)c2)nnc1C(CC)N(C)C (configuration not stated) | -4%
Cc1ccc(CNC(=O)CCc2c(C)nc3c4c(C)cc(C)nc4nn3c2C)cc1 | -5%
CCCN(Cc1cc2cccc(C)c2[nH]c1=O)S(C)(=O)=O | -2%
CCN(CC)Cc1c(C(=O)N/N=C/c2cccc3ccccc23)nnn1-c1nonc1N | -6%
Cn1ccnc1SCC(=O)Nc1cccc(S(=O)(=O)N2CCCCC2)c1 | 10%
COC(=O)c1cc(NC(=O)CN(C)Cc2ccccc2)cc(C(=O)OC)c1 | 11%
CCc1ccc(NC(=O)C(Cc2ccccc2)NS(=O)(=O)c2ccc3c(c2)c(=O)n(C)c(=O)n3C)cc1 (configuration not stated) | -3%
COc1ccc(OC)c(C(=O)c2c(C)oc3cc([N+](=O)[O-])c(O)c([N+](=O)[O-])c23)c1 | 1%
CCOC(=O)c1c(C)[nH]c(C)c1S(=O)(=O)NCC(=O)Nc1ccc(CC)cc1 | 2%
CCS(=O)(=O)N1CCN(c2ccccc2)CC1 | 0%
O=C(COC(=O)CNC(=O)c1ccc(Cl)cc1Cl)NC1CCCCCCC1 | -5%
CCCCC(=O)OC1=CN(Cc2ccccc2)S(=O)(=O)c2ccccc21 | 2%
Cc1ccc(C)c(NC(=O)C2CCN(c3cc(C)nc4c(-c5ccc(Cl)cc5)c(C)nn34)CC2)c1 | 2%
O=C(Nc1ccc(Br)cc1Cl)c1ccc2c(=O)n3c(nc2c1)CCC3 | 6%
O=c1cc(-c2ccc(Br)cc2)[nH][nH]1 | 6%
CC(=O)c1c(C)oc2ccc(N(C(=O)c3ccncc3)S(=O)(=O)c3ccc(F)cc3C)cc12 | -13%
Cc1ccc(NC(=O)Cn2c(=O)n(Cc3ccco3)c(=O)c3ccc(C(=O)NC4CCCC4)cc32)c(C)c1 | 5%
CCCCC(=O)NCc1nc2cccnc2n1Cc1ccc(OC)cc1 | -14%
Cn1nc(C(=O)NNC(=O)C2CSC3(C)CCC(=O)N23)c2ccccc2c1=O (configuration not stated) | 3%
Cc1ccc(/C=C/C(=O)c2ccc(N3CCOCC3)cc2)s1 | -5%
Cc1cccc(NC(=O)CSc2nc(-c3cccc(C)c3)nc3c2Cc2c(CO)cnc(C)c2O3)c1 | -4%
Cc1cccc(N2C(=O)N(Cc3ccc(C(C)(C)C)cc3)c3ccccc3S2(=O)=O)c1 | 4%
CC(CNC(=O)Cn1c(-c2cccs2)cc2cc(Cl)ccc21)c1ccccc1 (configuration not stated) | 2%
CCOc1cc(C2CC(=O)Nc3c2c(C)nn3-c2nc(C)cc(C)n2)ccc1O (configuration not stated) | -10%
O=C(CNC(=O)c1cccs1)N/N=C/c1ccc(O)cc1O | -2%
CCc1ccc(OCCSc2nc(-c3cccc(C)c3)nc3cc(=O)[nH]n23)cc1 | -8%
CCc1ccccc1NC(=O)c1cc(S(=O)(=O)N(CC)c2ccccc2)ccc1F | -2%
CCOC(=O)c1ccc(NC2c3ccccc3C(=O)N2c2ccc(C)cn2)cc1 (configuration not stated) | 5%
O=C(Cc1ccccc1)NN1CCCCC1 | -2%
COc1cc2c(cc1OC)C(COc1cc(C)cc(C)c1)N(C(=O)c1ccc(S(=O)(=O)N3CCCC3)cc1)CC2 (configuration not stated) | 2%
COc1cccc2c1O/C(=N\O)C(C(=O)Nc1cccc(C)c1C)C2 (configuration not stated) | 6%
CCOc1ccc(C(=O)C[n+]2ccccc2C)cc1 | -1%
Cc1ccc(NC(=O)C2CCN(S(=O)(=O)c3cccc4nsnc34)CC2)cc1F | -8%

Other entries follow:
SMILES | aSyn yeast rescue
Cc1cc(C)cc(OC(C)C(=O)Nc2nonc2-c2ccc(Br)cc2)c1 (configuration not stated) | -7%
O=C(NCC1CCCN1S(=O)(=O)c1cccs1)c1cccc(Cl)c1 (configuration not stated) | 3%
O=S(=O)(NCc1ccc(F)cc1)c1ccc(-c2cnc(C3CC3)o2)cc1 | 2%
CCCN1C(=O)c2ccccc2NC1c1ccc(OC)c(CSc2ccccn2)c1 (configuration not stated) | 0%
Cc1ccc(NC(=O)C2CC(=O)N(c3ccc(OC(C)C)cc3)C2)cc1 (configuration not stated) | -4%
Cc1cccc(NS(=O)(=O)c2ccc(C(=O)N3CCC3)cc2)c1C | 6%
CC(C)(C)CC(=O)Nc1nnc(SCC(=O)N2CCCCC2)s1 | 8%
O=C1CCCc2cc(S(=O)(=O)NCC3CCC(C(=O)NCc4ccc(F)cc4)CC3)ccc2N1 (configuration not stated) | -7%
CCOC(=O)N1CCN(CC(=O)Nc2ccc(F)c(F)c2)CC1 | 5%
CN(C)S(=O)(=O)n1cc(/C=C(\NC(=O)c2ccccc2Cl)C(=O)NCCCn2ccnc2)c2ccccc21 | 0%
CCOC(=O)N1CCN(CC(=O)N2CCC(C(N)=O)CC2)CC1 | -15%
COC(=O)c1c(NC(=O)/C=C/c2ccc(OC)cc2)sc2c1CCC2 | -1%
COc1cc(C(=O)Nc2sc3c(c2C(=O)O)CCC3)cc(OC)c1OC | -13%
O=C(NCCc1ccc(Cl)cc1)c1nnc(Cc2ccc(F)cc2)o1 | 1%
O=C(CSc1ccc(-c2cccs2)nn1)Nc1ccccc1C(F)(F)F | -7%
Cc1ccc(S(=O)(=O)NCCc2cn3ccsc3n2)c(C)c1 | -5%
CCOc1ccc(CCNc2ncnc3onc(-c4ccc(Cl)cc4)c23)cc1 | 5%
CCOc1ccc(CCNC(=O)CCN2N=C(c3ccc(OC)cc3)CCC2=O)cc1OCC | -3%
Cc1cc(C)cc(OCCSc2nc3ccc(NC(=O)c4cccs4)cc3s2)c1 | 1%
Cc1ccc2nc3sc(C(=O)NCCCN(C)c4ccccc4)cc3cc2c1 | 7%
COC(=O)[C@@H](NS(=O)(=O)c1cc(Br)ccc1Br)C(C)C | 12%
O=C(CSc1ccc2nnc(CCNS(=O)(=O)c3ccccc3)n2n1)Nc1ccccc1C(F)(F)F | -6%
Cn1c(CN2CCN(CCO)CC2)c(C#N)c2ccccc21 | 8%
COc1ccc(-c2cc3nc(C)c(CCC(=O)NCc4ccccc4Cl)c(C)n3n2)c(OC)c1 | u
CN(C(=O)CCNC(=O)Cn1cnc2ccccc2c1=O)c1ccc(Br)cc1 | -5%
O=S(=O)(Nc1ccc2nc(-c3ccc(F)cc3)oc2c1)c1ccccc1 | 20µM*
O=C(CN1CCCC1)N1CCCc2ccccc21 | -8%
COc1ccc(-c2cc3nc(C)c(CCC(=O)N4CCN(c5ccc(F)cc5)CC4)c(C)n3n2)c(OC)c1 | 3%
CC(CNC(=O)COC(=O)c1cccnc1Cl)c1ccccc1 (configuration not stated) | -41%[inhibitor]
CC(=O)NCCC(=O)Nc1cc(S(=O)(=O)N2CCOCC2)ccc1N1CCCC1 | -7%
CCOC(=O)c1ccccc1NC(=O)COC(=O)C(CCSC)NC(=O)COc1ccccc1 (configuration not stated) | -11%
CCCn1c(=O)c2sccc2n2c(CCCC(=O)Nc3ccccc3OCC)nnc12 | -7%
CCOc1ccc(-c2c(C#N)c(N)nc3sc(C(=O)c4ccccc4)c(N)c23)cc1 | -3%
Cc1noc(C)c1S(=O)(=O)NCCc1csc2nc(-c3ccc(F)cc3)nn12 | 0%
Cc1ccc(CNC(=O)CCSCc2cnn(-c3ccccc3)c2-n2cccc2)cc1 | 10%
Cc1ccc(C(C)NC(=O)c2cccs2)cc1C (configuration not stated) | -9%

Single values from the entries so far:
Entry of CCCn1c(=O)c2sccc2n2c(CCCC(=O)Nc3ccccc3OCC)nnc12 under aSyn yeast rescue: -7%
Entry of Cc1noc(C)c1S(=O)(=O)NCCc1csc2nc(-c3ccc(F)cc3)nn12 under aSyn yeast rescue: 0%

(more compounds)
SMILES | aSyn yeast rescue
FC(F)(F)c1cccc(N2CCN(Cc3nnc(-c4ccccc4)o3)CC2)c1 | 6%
Cc1cc(F)ccc1NC(=O)c1csc2c1CCC(C)C2 (configuration not stated) | -8%
Cc1ccc(S(=O)(=O)c2cn(CC(=O)Nc3ccc4c(c3)OCO4)c3ccc(F)cc3c2=O)cc1 | 6%
O=C1CN(C(=O)CN2CCN(S(=O)(=O)c3ccccc3)CC2)c2ccccc2N1 | 8%
O=C(CC1N=C2c3ccccc3N=C(SCC(=O)Nc3ccccc3F)N2C1=O)NCc1cccs1 (configuration not stated) | 4%
COc1ccc(N2CCN(C(=O)c3nn(C)c4c3CSc3ccccc3-4)CC2)cc1 | -1%
COc1ccc(/C=C/C(=O)C2CC2)cc1COc1c(C)cccc1C | 0%
Cc1cc(Cl)ccc1NC(=O)CS(=O)(=O)c1cccc2nsnc12 | 10%
Cc1cccc(NS(=O)(=O)c2cccc(C(=O)NCC3(N4CCCCC4)CCCCC3)c2)c1 | -4%
O=C(OCc1nnc(-c2ccc(Cl)cc2)o1)C12CC3CC(CC(O)(C3)C1)C2 | 5%
O=S(=O)(c1ccc2nc(Nc3ccc(F)cc3)ccc2c1)N1CCCC1 | -9%

Reformatted as comma-separated lines: part of the list above.
mol,aSyn yeast rescue
O=C(CN1CCCC1)N1CCCc2ccccc21,-8%
COc1ccc(-c2cc3nc(C)c(CCC(=O)N4CCN(c5ccc(F)cc5)CC4)c(C)n3n2)c(OC)c1,3%
CC(CNC(=O)COC(=O)c1cccnc1Cl)c1ccccc1 (configuration not stated),-41%[inhibitor]
CC(=O)NCCC(=O)Nc1cc(S(=O)(=O)N2CCOCC2)ccc1N1CCCC1,-7%
CCOC(=O)c1ccccc1NC(=O)COC(=O)C(CCSC)NC(=O)COc1ccccc1 (configuration not stated),-11%
CCCn1c(=O)c2sccc2n2c(CCCC(=O)Nc3ccccc3OCC)nnc12,-7%
CCOc1ccc(-c2c(C#N)c(N)nc3sc(C(=O)c4ccccc4)c(N)c23)cc1,-3%
Cc1noc(C)c1S(=O)(=O)NCCc1csc2nc(-c3ccc(F)cc3)nn12,0%
Cc1ccc(CNC(=O)CCSCc2cnn(-c3ccccc3)c2-n2cccc2)cc1,10%
Cc1ccc(C(C)NC(=O)c2cccs2)cc1C (configuration not stated),-9%
FC(F)(F)c1cccc(N2CCN(Cc3nnc(-c4ccccc4)o3)CC2)c1,6%
Cc1cc(F)ccc1NC(=O)c1csc2c1CCC(C)C2 (configuration not stated),-8%
Cc1ccc(S(=O)(=O)c2cn(CC(=O)Nc3ccc4c(c3)OCO4)c3ccc(F)cc3c2=O)cc1,6%
O=C1CN(C(=O)CN2CCN(S(=O)(=O)c3ccccc3)CC2)c2ccccc2N1,8%
O=C(CC1N=C2c3ccccc3N=C(SCC(=O)Nc3ccccc3F)N2C1=O)NCc1cccs1 (configuration not stated),4%
COc1ccc(N2CCN(C(=O)c3nn(C)c4c3CSc3ccccc3-4)CC2)cc1,-1%
COc1ccc(/C=C/C(=O)C2CC2)cc1COc1c(C)cccc1C,0%
Cc1cc(Cl)ccc1NC(=O)CS(=O)(=O)c1cccc2nsnc12,10%
Cc1cccc(NS(=O)(=O)c2cccc(C(=O)NCC3(N4CCCCC4)CCCCC3)c2)c1,-4%
O=C(OCc1nnc(-c2ccc(Cl)cc2)o1)C12CC3CC(CC(O)(C3)C1)C2,5%
O=S(=O)(c1ccc2nc(Nc3ccc(F)cc3)ccc2c1)N1CCCC1,-9%
